High-throughput results from PubChem.
A340 absorber: absorbance at 340 nm; compound absorbance at 340 nm, fold over control; fold change at 10 µM; 65,000 tested, under 10 active; AID 708;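 active means at 10 µM dose, initial 340 nm absorbance at least 2 fold that of control wells; inactive means change under 2 fold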;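 further: initial absorbance extrapolated from kinetic A340 decline of NADH oxidation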
HER2 expr 66K: lowers expression of human Her2 kinase. SKBR-3 HER2 protein level, AlphaScreen, 18-24 h; stronger effect = lower value. HER2 level % of control, % at 10 µM. hit rate 0.69% among 65,000. AID 645;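 active means HER2 level under 5% of the carrier-only control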;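 further: 100% = DMSO carrier and 0% = 500 nM PU-H71 HSP90 inhibitor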
DUSP1 inh: blocks human MKP-1 phosphatase activity | P28562 | recombinant MKP-1, OMFP hydrolysis fluorescence | inhibition, %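 (compounds tested at a single concentration somewhere between 10 and 100 µM)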 | hit rate 0.15% among 65,000;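 active means inhibition above about 50%, limit read from the data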;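 further: 0% = DMSO max control wells and 100% = wells with enzyme stopped by NaOH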
Target sequence (P28562 whole entry, looked up): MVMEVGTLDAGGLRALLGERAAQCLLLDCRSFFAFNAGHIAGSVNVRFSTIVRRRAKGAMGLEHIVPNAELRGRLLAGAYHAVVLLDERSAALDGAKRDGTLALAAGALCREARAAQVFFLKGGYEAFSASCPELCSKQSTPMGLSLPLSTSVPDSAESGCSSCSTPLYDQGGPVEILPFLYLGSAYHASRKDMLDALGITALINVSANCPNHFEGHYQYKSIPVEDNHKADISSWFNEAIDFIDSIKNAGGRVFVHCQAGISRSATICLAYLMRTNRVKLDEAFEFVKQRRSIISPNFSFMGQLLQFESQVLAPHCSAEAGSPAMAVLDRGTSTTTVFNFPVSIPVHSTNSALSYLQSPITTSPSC
Cdc25B block: inhibitors of human Cdc25B phosphatase | P30305 | recombinant Cdc25B, OMFP fluorescence Ex485/Em525 | inhibition, %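 (compounds tested at 10 µM final in the well)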 | hit rate 0.1% among 65,000 | AID 368; in the data active means inhibition above about 50%
Target sequence (P30305 whole entry, looked up): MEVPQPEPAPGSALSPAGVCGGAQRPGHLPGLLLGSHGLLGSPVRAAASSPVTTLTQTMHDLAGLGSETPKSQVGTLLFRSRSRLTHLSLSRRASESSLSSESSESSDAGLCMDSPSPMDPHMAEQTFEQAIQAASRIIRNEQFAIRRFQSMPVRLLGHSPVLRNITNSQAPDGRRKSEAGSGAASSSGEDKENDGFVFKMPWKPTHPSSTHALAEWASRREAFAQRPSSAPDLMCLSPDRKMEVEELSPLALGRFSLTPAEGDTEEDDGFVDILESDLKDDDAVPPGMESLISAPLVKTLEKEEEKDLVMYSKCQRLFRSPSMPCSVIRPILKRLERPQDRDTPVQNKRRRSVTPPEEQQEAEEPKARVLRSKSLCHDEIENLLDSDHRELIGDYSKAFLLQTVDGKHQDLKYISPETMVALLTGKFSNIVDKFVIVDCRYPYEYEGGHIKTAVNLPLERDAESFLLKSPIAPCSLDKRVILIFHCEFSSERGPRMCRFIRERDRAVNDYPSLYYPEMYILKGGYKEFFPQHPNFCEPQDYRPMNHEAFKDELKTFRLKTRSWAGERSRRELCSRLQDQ
ROCK2 blocker: ROCK2 (human) kinase inhibition; O75116; purified ROCK2, Kinase-Glo ATP depletion luminescence; inhibition, % at 6 µM; hit rate 0.35% among 60,000; AID 604;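 active means inhibition above the screen-wide mean inhibition plus 3 SD, cut at about 18% in these data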;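 further: plate controls were DMSO wells for no effect and Y-27632 control wells after no-enzyme background subtraction for full effect; many of its hits are not listed in these tables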
Hsp90 block: displaces geldanamycin probe from tumor Hsp90; P07900; NCI-N417 lysate Hsp90, Cy3B-geldanamycin FP displacement; inhibition, % at 30 µM; AID 429; hit rate 0.35% among 64,000;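 active means inhibition above 50%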;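 further: 0% = tracer plus lysate wells and 100% = tracer alone without lysate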
PKA inh: PKA (human) kinase inhibition; inhibition, % at 6 µM; PKA Kemptide phosphorylation, Kinase-Glo ATP luminescence; hit rate 0.1% among 65,000;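 active means inhibition above the screen-wide mean inhibition plus 3 SD, cut at about 21% in these data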; further: many of its hits are not listed in these tables
JNK3 inh: inhibitors of human JNK3 kinase. P53779. purified JNK3 kinase activity, HTS. inhibition, % at 8 µM. AID 746. hit rate 0.61% among 60,000; in the data active means inhibition above about 17%;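 further: 0% = DMSO and 100% = reference inhibitor; many of its hits are not listed in these tables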
Autofluor 339: intrinsic fluorescence of library compounds, ex339/em460 – biochemical, MLSMR library, data from DPM-DC assay, artefact control, profiling panel; compound autofluorescence, ex339/em460 nm, NADH buffer; stronger effect = higher value; 1 = no-compound wells, NADH background; fluorescence fold increase at 10 µM; hit rate 5.5% among 65,000;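 active means at 10 µM, mean starting fluorescence two-fold or more over control wells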;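 further: signal is the first read of a kinetic run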
Starred values were filed as active, the others as inactive; . = no result given. Some of the compounds tested, so the mix of outcomes need not match the whole.

Every second line gives: A340 absorber	HER2 expr 66K	DUSP1 inh	Cdc25B block	ROCK2 blocker	Hsp90 block	PKA inh	JNK3 inh	Autofluor 339
> O=C(O)c1ccc(CSc2nnc(-c3ccco3)o2)cc1
  1.03	74.1	0.7	-9.7	-21.8	-3.4	-6.5	-5.3	1.09
> c1cn(CC2(Cn3ccnc3)COC2)cn1
  0.99	102.9	-14.1	-15.0	5.0	-3.0	8.7	5.0	1.02
> CN(C)c1ccc(Nc2nc(-c3cccnc3)cs2)cc1
  1.1	91.9	8.1	-2.0	1.8	37.5	-8.1	-19.9	1.13
> Cc1noc(C)c1S(=O)(=O)N1CCCC(C(=O)N2CCc3ccccc3C2)C1 (stereo not drawn)
  1.04	67.7	7.7	4.1	0.8	-0.1	2.7	4.5	1.03
> Cc1cc(Cl)ccc1OCC(=O)N1CC(C)CC(C)C1 (stereo not drawn)
  1	86.2	23.4	-13.3	2.7	-3.5	7.3	2.3	1.08
> Cc1nc2ccc(C(=O)N3CCSCC3)cc2s1
  1.05	83.1	5.4	-14.8	2.8	-5.6	2.1	2.7	1.06
> Cc1c(NC(=O)NCc2ccccc2)c(=O)n(-c2ccccc2)n1C
  1.1	125.5	4.2	0.8	7.8	-2.4	-1.7	4.2	1.17
> Cc1cc(C)cc(-n2c3nc4ccccc4nc3c3c(=O)n(Cc4ccco4)cnc32)c1
  1.06	7.4	11.5	9.1	6.7	-7.0	8.3	-0.8	1.42
> CCCc1nc2ccccc2c(=O)n1-c1c(C)n(C)n(-c2ccccc2)c1=O
  1.03	90.6	2.1	-3.0	2.3	-1.6	3.8	2.1	1.15
> O=C1c2ccccc2C(=O)N1CCSc1nnc(-c2ccco2)n1Cc1ccccc1
  1.02	92.0	23.1	-3.7	1.1	-3.3	14.5	4.5	1.09
> O=C1CC(N2CCN(c3ccccc3F)CC2)C(=O)N1c1ccc2c(c1)OCCO2 (stereo not drawn)
  1	97.6	4.2	-17.0	-0.1	3.1	13.2	-1.5	1.04
> CCOC(=O)c1nnn(CC(=O)Nc2ccccc2OC)c1C(=O)OCC
  1.04	85.1	7.8	1.6	.	-5.7	8.6	.	1.08
> CCOC(=O)N1CCN(C(=O)c2cc(C)no2)CC1
  1.05	104.5	-12.1	-1.0	5.2	-3.5	0.7	9.7	1.02
> CCc1ccc(C2CC(=O)NC(SCC(=O)OC(C)C)=C2C#N)cc1 (stereo not drawn)
  1.02	76.4	-6.7	-3.6	3.1	-1.8	5.6	6.0	1.06
> Cc1ccc(C)n1CCN1CCN(C(=O)c2ccco2)CC1
  1.02	71.7	11.2	1.5	6.1	-1.7	7.0	3.2	1.1
> CCCCOC(=O)Nc1nc(C)c(C(=O)OCC)s1
  1.03	112.3	.	.	.	.	3.4	.	1.07
> O=C(/C(=N\O)n1cncn1)c1ccc(Br)cc1Br
  1.05	105.8	1.1	-4.1	-2.8	1.1	-7.8	-2.9	1.1
> CC(/C(O)=C(\C#N)c1nc2ccccc2n1C)N1C(=O)c2ccccc2C1=O (stereo not drawn)
  1.11	60.0	6.1	-12.8	.	.	-3.8	.	1.07
> COC(=O)C1=CN(C)C=C(C(=O)OC)C1c1ccccc1Cl
  1.07	98.9	0.8	-2.4	1.4	1.1	-2.2	-2.6	3.85*
> COC(=O)c1ccc(OC(=O)c2ccc(OCc3c(C)noc3C)c(OC)c2)cc1
  1.01	184.6	25.6	-2.1	1.1	1.1	5.0	2.1	0.99
> Cc1cc(NC(=O)Cn2cc(C(F)(F)F)cc(Cl)c2=O)no1
  1.03	113.7	9.6	-15.3	5.8	0.5	10.4	-3.4	1.08
> COc1ccc(OC(C)C(=O)N2CCc3ccccc3C2)cc1 (stereo not drawn)
  1.06	98.3	23.8	-5.1	4.7	-5.8	9.3	4.0	1.07
> CC(=O)c1cccc(NC(=O)Nc2cccs2)c1
  1.03	95.0	4.0	-13.5	.	-3.0	-2.1	.	1.13
> CC(=O)N1CCN(c2cccc(C)c2C)CC1
  1.04	110.3	9.2	-10.3	1.3	-1.1	9.6	-7.0	1.11
> COc1ccc(S(=O)(=O)NC2CC(C)(C)NC(C)(C)C2)c(C)c1C
  1.03	107.8	-7.0	4.9	1.0	5.2	3.8	2.8	1.08
> COc1ccccc1N1CCN(CC(O)COc2ccc(S(=O)(=O)N3CCOCC3)cc2)CC1 (stereo not drawn)
  1.01	110.3	25.7	-17.7	2.4	-0.3	2.0	3.9	1.02
> Cc1oc(-c2ccccc2F)nc1CS(=O)(=O)CC(=O)NCCCc1ccccc1
  1.04	83.1	4.8	-3.8	1.2	-2.2	2.6	3.2	1.12
> CCc1c(C)nc(N)n2c(SCC(=O)N3CCN(c4ccccc4)CC3)nnc12
  1.02	79.2	8.3	0.3	-1.3	2.5	3.8	-0.3	1.12
> COc1cccc(C2C(C(=O)NCc3ccccc3)=C(C)Nc3ncnn32)c1 (stereo not drawn)
  1.03	135.2	10.5	5.9	-1.9	-1.6	4.0	-5.1	1.07
> Cc1nn(C)c(C)c1S(=O)(=O)N1CCCC(C(=O)NC2CCCCCC2)C1 (stereo not drawn)
  1.05	89.5	9.8	-15.3	0.4	-1.4	4.1	-7.0	1.12
> CC(C)(C)c1[nH]nc2c1C(c1ccccc1OC(=O)N1CCOCC1)C(C#N)=C(N)O2 (stereo not drawn)
  0.95	94.9	33.1	-6.7	2.9	-0.1	4.5	1.8	1.1
> CCSc1nnc(NC(=O)c2cccc(OCc3c(C)noc3C)c2)s1
  1.01	90.8	3.6	-4.0	.	.	-1.9	.	1.1
> Cc1cc(S(=O)(=O)Nc2cccnc2)c(C)s1
  1	83.2	-10.1	-1.6	7.2	-2.0	8.7	-0.6	1.03
> CSc1nccn1CC(=O)Nc1ccc(F)cc1
  1.02	83.3	0.5	1.2	2.4	-1.2	5.4	0.4	1.13
> Cc1csc(SCC(=O)Nc2ccc(Cl)cn2)n1
  0.99	47.2	1.3	-7.6	0.9	-13.1	4.3	-0.8	1.08
> COc1ccc(OC)c(S(=O)(=O)N2CCC(C(=O)Nc3cccc(C)c3C)CC2)c1
  1	84.3	2.6	-2.5	10.1	2.8	9.0	3.2	1.13
> CCNC(=O)CC1C(=O)N(c2cccc(OC)c2)C(=O)N1CCOC (stereo not drawn)
  1.04	120.0	-8.8	-14.4	12.3	-4.0	11.9	0.3	1.15
> CCP(=O)(c1ccccc1)C(C)(C)O (stereo not drawn)
  1.06	106.2	-1.5	-10.8	6.9	-4.6	7.1	-2.2	1.05
> CC1SC(c2cccc(Cl)c2)NC1=O (stereo not drawn)
  1.02	104.2	12.1	-6.2	.	.	.	.	1.05
> Oc1ccccc1C1=Nc2ncnn2C(c2ccc(F)cc2)C1 (stereo not drawn)
  1.09	66.2	-15.0	-0.7	1.9	-2.1	5.1	0.0	1.09
> Cc1cccc2sc(NC(=O)CCNS(=O)(=O)c3cccc4nonc34)nc12
  1.04	128.8	8.8	-8.0	.	.	-0.5	.	1.06
> CC1(C)OC(=O)C(=CNCC(=O)NCC(=O)O)C(=O)O1
  1.03	89.3	-2.1	-19.5	-3.4	-0.6	-1.1	-3.0	1.06
> COc1ccc(NC(=O)Cn2nnc(-c3ccccc3NC(=O)c3cccs3)n2)cc1
  1.05	70.9	30.1	11.8	-3.4	1.6	6.1	4.0	3.55*
> CCOc1ccc(S(=O)(=O)N2CCN(c3ccc(C)cc3C)CC2)cc1
  0.99	93.0	-1.1	5.9	-4.7	-2.9	-5.7	-14.8	1
> CCCCC(=O)NCCc1cc2c(OC)ccc(OC)c2[nH]c1=O
  1.04	81.7	1.2	-3.9	8.8	0.7	10.7	1.2	1.15
> COc1cccc(NC(=O)Nc2cc(C)ccc2F)c1
  1.09	114.0	0.4	5.5	1.8	0.2	3.4	6.6	1.08
> CCN(CC)c1nc2ccccc2nc1C(C#N)C(=O)NCCc1ccccc1 (stereo not drawn)
  0.97	103.3	-25.4	-0.1	4.4	-1.9	7.7	-2.7	1.38
> CCOCCn1c(CN2CCN(c3ccccc3)CC2)nc2c1c(=O)n(C)c(=O)n2C
  0.99	167.8	-9.5	-9.2	2.4	-4.4	13.7	11.7	1.05
> N#CCCC12CCCCC1=Nc1ccccc12 (stereo not drawn)
  1.01	101.2	-9.0	-6.4	3.7	-7.7	7.3	19.0*	1.07
> CC(=O)c1c(C)n(C)c2ccc(OC(=O)c3ccco3)cc12
  1.05	76.6	11.1	-0.7	-1.7	1.5	5.9	4.0	1.03
> O=S(=O)(NCC1CCCO1)c1cccc(C(F)(F)F)c1 (stereo not drawn)
  0.99	131.2	15.7	-0.5	4.1	-2.2	10.4	-10.3	1.01
> CCn1c(SCC(=O)Nc2nc3ccc(C)cc3s2)nc2c(c1=O)SC(C)C2 (stereo not drawn)
  1.02	68.8	13.8	14.3	-1.1	-1.3	-5.2	3.4	1.07
> CCOc1cc(N2CCOCC2)c(OCC)cc1NC(=O)CSc1cccc[n+]1[O-]
  0.98	78.6	1.2	-23.5	3.0	11.0	8.8	0.4	1.01
> Cn1ncc(Br)c1C(=O)Nc1ccc(Cl)cn1
  1.01	80.7	22.4	-11.8	0.6	1.3	-0.5	-2.6	1.17
> CCOc1ccc(NC(=O)C(CC)NC(=O)c2ccccc2CO)cc1 (stereo not drawn)
  1.02	93.4	-1.7	29.0	-1.9	2.6	-1.7	-2.5	1.06
> C=CCn1c(=N)n(CC(O)c2ccco2)c2ccccc21 (stereo not drawn)
  1	89.2	-25.7	-8.0	8.8	-5.1	13.0	9.6	1.03
> C/C=C/c1ccc(OCCn2cncn2)c(OC)c1
  1.01	85.4	-8.3	-4.0	5.3	-4.3	8.8	-3.7	1.04
> CC(C)[C@@H](C(=O)NCC1CCC(C(=O)O)CC1)n1nnc2ccccc2c1=O (stereo partly drawn)
  1.06	104.8	-12.9	1.2	7.2	1.2	1.2	1.5	1.15
> COc1ccc(-n2nc(C(=O)NCc3ccco3)c3c4ccccc4n(C)c3c2=O)cc1Cl
  1.08	60.0	31.1	-0.3	4.2	-4.7	6.0	-12.0	3.59*
> COc1ccc(Oc2nc(Oc3ccc(OC)cc3)nc(Oc3ccc(OC)cc3)n2)cc1
  1.01	77.3	18.3	-7.2	0.1	1.5	-7.6	-2.6	1.07
